HTT aggregate: qHTS Multiplex Assay to Identify Dual Action Probes in a Cell Model of Huntington: Aggregate Formation (GFP); PC12 HttQ103-GFP aggregates, Acumen cytometry, 40 h; Potency, µM (doses to about 46.1 µM), inactives show at the highest dose activity change, negative = inhibition, most hits filed as inhibitors; hit rate 1.1% among 220,000; also: potency is read from the fitted curve at half-maximal effect; % is scaled to controls: 0 for no effect and ±100 for the full control effect; nearly all actives have a fitted effect of over 60% in size
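Steps: seed 1500 PC12 HTTQ103-GFP cells/well; add tebufenozide, 100 nM final; add compound titration; add ATPLite reagent; quantify GFP aggregates by laser scanning cytometry.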
IMPase Li cell: qHTS Assay for Identifying the Cell-Membrane Permeable IMPase Inhibitors: Potentiation with Lithium. CHO-M1 cells, IP1 TR-FRET (IP-One), carbachol + lithium. Potency, µM (titrated, usually from 59.4 µM), without a hit: at the highest dose activity, negative = IMPase inhibition, most hits filed as inhibitors. hit rate 0.35% among 210,000;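 also: IP1 builds up when IMPase is blocked and the TR-FRET signal falls; potency is read from the fitted curve at half-maximal effect; plate controls were basal vehicle for no effect and high inhibitor control for full effect; nearly all actives have a fitted effect of over 50% in size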
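Readout is a homogeneous TR-FRET IP1 immunoassay (Ex 320, Em 665 and 620), where raised cytosolic IP1 lowers signal. Cells were CHO-M1 treated 30 min at 37C with test compounds plus a little lithium; AC50 values came from Hill-equation fitting.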
NPSR antag: qHTS Assay for Antagonists of the Neuropeptide S Receptor: cAMP Signal Transduction | Q6W5P4 | CHO-NPSR cells, cAMP TR-FRET, antagonist mode | Potency, µM (doses to about 38.3 µM), for inactives: at the top dose activity change, negative = inhibition, most hits filed as inhibitors | hit rate 1% among 220,000; also: potency is read from the fitted curve at half-maximal effect; % is scaled to controls: 0 for no effect and ±100 for the full control effect; nearly all actives have a fitted effect of over 50% in size; many of its hits are not listed in these tables
Target sequence (Q6W5P4 whole entry, looked up): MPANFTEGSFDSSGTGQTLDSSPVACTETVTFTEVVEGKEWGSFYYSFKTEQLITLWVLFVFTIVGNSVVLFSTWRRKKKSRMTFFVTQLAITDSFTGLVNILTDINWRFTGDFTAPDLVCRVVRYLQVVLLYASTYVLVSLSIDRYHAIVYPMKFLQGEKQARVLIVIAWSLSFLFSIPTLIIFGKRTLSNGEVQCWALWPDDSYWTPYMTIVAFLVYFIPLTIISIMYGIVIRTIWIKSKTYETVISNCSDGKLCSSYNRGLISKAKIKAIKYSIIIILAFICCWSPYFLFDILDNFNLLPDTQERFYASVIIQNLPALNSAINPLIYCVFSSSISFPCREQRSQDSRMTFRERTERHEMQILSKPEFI
CBFb-RUNX1 inh: qHTS Assay for Compounds Blocking the Interaction Between CBF-beta and RUNX1 for the Treatment of Acute Myeloid Leukemia; Runt-related transcription factor 1 (Homo sapiens) + Core-binding factor subunit beta …; AlphaScreen CBFb-His/RUNX1-biotin binding, biochemical; Potency, µM (top dose mostly 59.8 µM), for inactives: at the top dose activity, negative = inhibition, actives largely listed as inhibitors; 230,000 tested, under 10 active; also: % of control where 0% means no effect
Target sequence (Q01196 whole entry, looked up): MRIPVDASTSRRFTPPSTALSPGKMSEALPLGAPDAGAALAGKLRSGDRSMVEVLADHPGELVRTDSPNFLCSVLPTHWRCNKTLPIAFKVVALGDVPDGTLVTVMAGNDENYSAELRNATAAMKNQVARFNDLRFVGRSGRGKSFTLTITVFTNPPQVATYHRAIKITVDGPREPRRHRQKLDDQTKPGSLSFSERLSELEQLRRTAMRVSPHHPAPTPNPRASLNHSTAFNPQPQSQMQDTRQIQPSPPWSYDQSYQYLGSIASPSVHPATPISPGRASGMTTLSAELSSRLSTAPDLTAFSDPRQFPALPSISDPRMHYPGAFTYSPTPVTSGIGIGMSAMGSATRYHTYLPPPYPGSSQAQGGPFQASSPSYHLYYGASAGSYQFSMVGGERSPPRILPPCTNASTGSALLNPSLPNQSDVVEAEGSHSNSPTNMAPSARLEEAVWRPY
Target sequence (Q13951 whole entry, looked up): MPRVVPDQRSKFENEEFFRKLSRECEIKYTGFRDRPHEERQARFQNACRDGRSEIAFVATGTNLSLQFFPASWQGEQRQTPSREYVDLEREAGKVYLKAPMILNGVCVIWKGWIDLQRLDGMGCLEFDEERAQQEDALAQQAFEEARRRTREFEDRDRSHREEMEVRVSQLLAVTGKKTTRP
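CBF-beta (His) and RUNX1 (biotin), 30 nM each; 20 min preassociation; + compound, 15 min; + beads 50 ng each (Ni, streptavidin), 90 min; RT; AlphaScreen read.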
KinaseGlo FLuc: Counterscreen for Luciferase (Kinase-Glo TM) Inhibition. Luciferin 4-monooxygenase (Photuris pensylvanica), Q27757. Kinase-Glo luciferase, ATP luminescence, 8 min. Potency, µM (series often up to 38.3 µM), for the others: at the top dose activity change, negative = inhibition, hits mostly inhibitors. hit rate 0.28% among 200,000; also: potency is read from the fitted curve at half-maximal effect; % is scaled to controls: 0 for no effect and ±100 for the full control effect; nearly all actives have a fitted effect of over 60% in size
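Kinase-Glo luciferase light output from ATP and luciferin was measured with 10 uM ATP, within the enzyme's linear range. Buffer: 50 mM imidazole pH 7.2, 50 mM KCl, 7 mM MgCl2, 0.01% Tween 20, 0.05% BSA; luminescence read after 8 min at ambient temperature.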
Lamin A splicing: qHTS Assay for Modulators of Lamin A Splicing; HeLa LMNA splicing GFP/RFP minigene ratio, 48 h; Potency, µM (titrated, usually from 46.1 µM), without a hit: top-dose ratio change, negative = inhibition, hits mostly inhibitors; hit rate 0.01% among 200,000; AID 1487, 2009; active = well fitted inhibition curve with a large enough effect in the signal ratio, with a control signal flat, not every such curve was filed as active; inconclusive = small, poorly fitted or top-dose-only effect, or effect the other way, or a change in a side signal; the % refers to the signal ratio; also: potency is read from the fitted curve at half-maximal effect; % is scaled to controls: 0 for no effect and ±100 for the full control effect
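S3 HeLa stable clones carrying a lamin A-EGFP splicing minigene plus DsRed2 were seeded at 600 cells/well in Opti-MEM with 2% FBS, pin-dosed and incubated 48 h at 37°C. Acumen cytometry (488 nm) gave the GFP/RFP total-intensity ratio.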
Epigenetic derep: Quantitative High-Throughput Screen for Regulators of Epigenetic Control; hit rate 0.2% among 280,000; Potency, µM (doses to about 53.9 µM), inactives show top-dose GFP activation, most hits filed as activators; murine LDR cells, GFP reporter derepression, 30 h; also: potency is read from the fitted curve at half-maximal effect; % of control where 0% means no effect; nearly all actives have a fitted effect of over 60% in size
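In this reporter-derepression format, murine cells bearing a silenced integrated CMV-GFP locus incubate with test compound (30 h, 37 C), then are washed and imaged; fluorescent objects of 20–120 um count as induced cells.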
An asterisk follows results filed as active; ? = inconclusive; . = not tested or not shown; [ ] = remark or other dose. Unless noted, calls follow the shape of the dose curve; as a rule, active = well fitted curve in the direction sought with a large enough effect; inconclusive = small, poorly fitted or top-dose-only effect, or another doubt; inactive = no such curve, though single readings can be large; an effect the other way counts as inactive or inconclusive. These rows are one share of the data; the hit share may differ from the screen's.

structure | HTT aggregate | IMPase Li cell | NPSR antag | CBFb-RUNX1 inh | KinaseGlo FLuc | Lamin A splicing | Epigenetic derep
C=CCNC(=O)c1ccc(OC)cc1OC | -7% | -4%[38.3 µM] | -26%[46.1 µM] | 7% | 4% | -5% | 2.5%
CC(=O)N=c1c(C#N)cc2c(=O)n3cccc(C)c3nc2n1Cc1ccco1 | 9%[9.22 µM] | . | 30% | 1% | . | . | 3.7%
COc1ccc(NC(=S)N2CCN(c3ncccn3)CC2)cc1 | -11% | 3% | 14% | 5% | 1% | . | 0.0%
CCOC(=O)c1c(NC(=O)CSc2nnnn2C)sc(CC)c1C | -16% | 2%[38.3 µM] | 8%[7.67 µM] | 4% | 0% | -10% | -0.3%
CCOc1ccc(/C=N/NC(=O)COc2ccccc2-c2ccccc2)cc1 | 11% | 2%[38.3 µM] | ? | 2% | -1% | 2% | 1.2%
O=C(Cc1ccccc1F)Nc1ccc(SC(F)F)cc1 | -11% | 2% | -2% | 13% | -1% | ? | 0.0%
CN(CC(=O)NCCN1CCCCCC1)S(=O)(=O)c1cccc2nsnc12 | 3% | -2%[38.3 µM] | -19%[46.1 µM] | 11% | 2% | -8% | -2.2%
CCn1ncc(/C=N/N=C2\CCC3C4CCc5cc(O)ccc5C4CCC23C)c1C (stereo not drawn) | -1% | 37%[activator][38.3 µM] | -19%[46.1 µM] | -8% | -4% | 10% | 1.5%
Cc1cccc(NC(=O)CSc2nnc(CCC(=O)Nc3ccc(C)c(Cl)c3)n2C)c1 | 2% | -2% | -14%[46.1 µM] | 14% | 2% | -2% | -0.9%
CCOc1ccc(N(CC(=O)Nc2ccc(C)cc2)S(=O)(=O)c2c(C)noc2C)cc1 | -19% | 22%[38.3 µM] | -25%[46.1 µM] | -4% | 1% | -6% | 3.6%
Cc1ccc(C2CCN(C(=S)NC(C)C)C2)cc1 (stereo not drawn) | 13% | -11% | -9% | 1% | . | . | -1.3%
CC1(C)CC(=O)/C(=C\c2cccc([N+](=O)[O-])c2)C(C)(C)N1 | ? | 3% | -47% | 15% | 4% | ? | ?
CC(C)COP(=O)(OCC(C)C)C(O)c1ccc2c(c1)OCO2 (stereo not drawn) | -6%[9.22 µM] | . | 7% | 5% | . | . | -4.1%
ClCc1csc(-c2ccccc2Cl)n1 | -13% | -17% | 10% | 8% | 2% | 3%[46 µM] | -0.3%
COc1ccc(NC(=O)CCN2C(=O)[C@@H]3[C@H](C2=O)[C@H]2C=C[C@@H]3C2)cc1 | 5%[9.22 µM] | . | 11% | 9% | . | . | 1.6%
COc1ccc(-c2cc(C(F)(F)F)nc(N3CCOCC3)n2)cc1OC | -21% | 10%[38.3 µM] | -26%[46.1 µM] | 14% | -5% | -5% | -1.1%
Cc1csc(NC(=O)C2C3C=CC(O3)C2C(=O)O)n1 (stereo not drawn) | 8% | 19%[38.3 µM] | 3%[46.1 µM] | 5% | -1% | 9% | -1.0%
O=C(c1ccc([N+](=O)[O-])cc1)N1CCN(Cc2ccccc2)CC1 | -3% | -2% | -14%[46.1 µM] | -4% | 0% | -7% | 0.0%
COC(=O)c1ccc(N/N=C/c2cc([N+](=O)[O-])cc(OC)c2O)cc1 | 18%[9.22 µM] | 14% | 26% | -1% | 1% | -1%[46 µM] | 1.1%
CC1CCCN(c2ccc([N+](=O)[O-])s2)C1 (stereo not drawn) | -7% | -3% | -19% | -19% | -1% | . | -1.2%
CS(=O)(=O)N(Cc1ccc(C(=O)NCc2ccco2)cc1)c1ccccc1 | -12% | -7%[38.3 µM] | -3%[46.1 µM] | 0% | 1% | -10% | -4.3%
Cc1ccc2nc(-c3ccccc3O)c(Nc3ccc4c(c3)OCCO4)n2c1 | 5% | -6% | -17% | -30% | 5% | -5% | 0.3%
CCOc1cc(NC(=O)c2ccccc2C)c(OCC)cc1NC(=O)C1=Cc2ccccc2OC1 | ? | 7% | -9%[46.1 µM] | 1% | 2% | -8% | -2.2%
CC(=O)Nc1ccc(-c2ccccc2)s1 | -11% | 4%[38.3 µM] | -7%[46.1 µM] | -1% | -2% | 10% | 0.9%
CCCCN1CNC(=S)N(Cc2ccccc2)C1 | -15% | -6% | -2%[46.1 µM] | -3% | 0% | -3% | 0.0%
COc1c(C)cc(C(=O)C2CCCN(C(=O)CCc3scnc3C)C2)cc1C (stereo not drawn) | 10%[9.22 µM] | 14% | 12% | 1% | -1% | -6%[46 µM] | -4.3%
Cc1ccc(C(=O)CC(C(=O)O)n2ccc(C)n2)cc1 (stereo not drawn) | -5% | 26%[38.3 µM] | -4%[46.1 µM] | 5% | 3% | 0% | 1.1%
CCNc1ncc2nc(-c3cccc(C#N)c3)c(=O)n(CCC#N)c2n1 | . | -4% | . | . | -3% | 7% | 0.2%
O=C(Oc1ccc(Cl)cc1)c1ccc(N2CCOCC2)c([N+](=O)[O-])c1 | -5% | 8% | 21% | -28% | -1% | -10% | -0.1%
CC(=O)Nc1ccc(C(=O)OCC(=O)Nc2ccc([N+](=O)[O-])cc2C(F)(F)F)cc1 | -14% | 3% | 12% | 2% | 2% | 8% | 1.0%

Rewritten as labelled records: entries from further up
> Cc1cccc(NC(=O)CSc2nnc(CCC(=O)Nc3ccc(C)c(Cl)c3)n2C)c1
  HTT aggregate: 2%
  IMPase Li cell: -2%
  NPSR antag: -14%[46.1 µM]
  CBFb-RUNX1 inh: 14%
  KinaseGlo FLuc: 2%
  Lamin A splicing: -2%
  Epigenetic derep: -0.9%

> CCOc1ccc(N(CC(=O)Nc2ccc(C)cc2)S(=O)(=O)c2c(C)noc2C)cc1
  HTT aggregate: -19%
  IMPase Li cell: 22%[38.3 µM]
  NPSR antag: -25%[46.1 µM]
  CBFb-RUNX1 inh: -4%
  KinaseGlo FLuc: 1%
  Lamin A splicing: -6%
  Epigenetic derep: 3.6%

The results go on:
structure | HTT aggregate | IMPase Li cell | NPSR antag | CBFb-RUNX1 inh | KinaseGlo FLuc | Lamin A splicing | Epigenetic derep
COCCCNc1nc(N)c([N+](=O)[O-])c(Nc2ccccc2OC)n1 | 27%[9.22 µM] | . | -21% | 1% | . | . | 1.8%
Cc1noc(NS(=O)(=O)c2ccc(N/C=C\C(=O)c3ccccc3)cc2)c1C | 18% | -1% | -24% | 5% | 1% | . | -0.2%
O=C1c2ccccc2NC(c2ccccc2)N1Cc1ccco1 (stereo not drawn) | ? | 2%[38.3 µM] | -21%[46.1 µM] | 1% | 13% | ? | 0.2%
CN(C)c1ccc(CNC(=O)c2ccc(CNc3c(N4CCCCC4)c(=O)c3=O)cc2)cc1 | -8% | 4%[38.3 µM] | -12%[46.1 µM] | -1% | 19% | -8% | -1.0%
CCOC(=O)C1=C(C)NC(C)=C(C(=O)OCC)C1c1ccc(C)o1 | 0%[9.22 µM] | . | 10% | -7% | . | . | 3.0%
CC(C)C(=O)NC(=S)Nc1sc2c(c1C(N)=O)CCCC2 | -8% | 1% | -7% | 1% | -2% | 1% | -0.7%
O=C(O)c1cc(S(=O)(=O)N2CCCCCC2)ccc1Cl | 5% | -8%[38.3 µM] | -4%[46.1 µM] | -5% | -3% | 1% | -0.1%
CCOC(=O)C1=C(C)NC(C)=C(C(=O)OCC)C1C(=O)OCC(=O)N(C)C | 13%[9.22 µM] | . | 7% | 11% | . | . | -1.3%
Cc1cnn(C(=S)NCc2ccco2)c1 | -20% | 33%[38.3 µM] | -5%[46.1 µM] | -5% | 3% | 1% | -1.1%
Cc1cccc(NC(=O)Cc2cccs2)n1 | 1% | -20%[38.3 µM] | 0%[46.1 µM] | -6% | -11% | 8% | -0.7%
N#C/C(=C\c1c(N2CCCCC2)nc2ccccn2c1=O)C(=O)NCc1ccco1 | -25% | 11% | -7% | 7% | -5% | 0% | -1.3%
CC12CN(Cc3ccccc3)CC(C)(CN(Cc3ccccc3)C1)C2=O | -6% | -3% | 7% | -3% | 9% | 6%[46 µM] | 1.9%
CCc1nnc(NC(=O)CSc2nnc(C)n2CC2CCCO2)s1 (stereo not drawn) | 6% | -4%[38.3 µM] | -5%[46.1 µM] | -2% | -4% | 0% | 1.9%
CCOc1ccc2cc(/C=C/C(=O)c3ccco3)c(Cl)nc2c1 | -4% | 23%[38.3 µM] | ? | 0% | 0% | 1% | 0.8%
N#C/C(=C\c1ccc(OC(=O)c2ccc(Br)s2)cc1)c1nc2ccccc2[nH]1 | -2% | -7% | -12% | 3% | -2% | -1% | 10%
Cc1oc(-c2ccc(Cl)cc2)cc1C(=O)NC1CCN(Cc2ccccc2)CC1 | -4%[9.22 µM] | . | 32% | -1% | . | . | 3.8%
CCC(C)N1CC23C=CC(O2)C(C(=O)OCc2ccccc2)C3C1=O (stereo not drawn) | 12% | 4%[38.3 µM] | -2%[46.1 µM] | 0% | -1% | -2% | 0.1%
CCN(c1ccccc1)S(=O)(=O)c1ccc(OC)c(NC(=O)c2cccs2)c1 | ? | 15% | -42% | 2% | 1% | -20%[46 µM] | -1.3%
CCOC(=O)c1ccc(COC(=O)CCc2nc3ccccc3[nH]c2=O)o1 | 2.8µM* | -1%[38.3 µM] | -6%[46.1 µM] | 3% | 1% | 16% | 0.0%
CCCN(CC1CC1)c1nc(N)c2c(N)nc(OC)cc2c1C#N | -13% | 14%[38.3 µM] | -9%[46.1 µM] | 8% | 18% | 3% | -0.7%
CCOc1cc(C(=O)N2CCc3cc(OC)c(OC)cc3C2)ccc1OC(F)F | ? | 10%[38.3 µM] | ? | -4% | 0% | ? | 5.8%
Cc1ccc(NC(=O)c2ccccn2)c(Br)c1 | 12% | -4% | -8% | 4% | . | . | -0.3%
O=C(O)/C=C/C(=O)N1CCN(S(=O)(=O)c2cc(C(F)(F)F)ccc2Cl)CC1 | 17% | -7% | 18% | -2% | -2% | . | -0.1%
COc1ccc(COCC(O)CN2CCc3ccccc3C2)cc1OC (stereo not drawn) | 17% | 13% | 9% | -3% | 4% | -18%[46 µM] | 7.7%
CC1CCN(C(=O)c2ccc(S(=O)(=O)Cc3cccc(F)c3)c([N+](=O)[O-])c2)CC1 | ? | 2% | 4% | 1% | -1% | -4% | -0.9%
Cn1nccc1C(=O)Nn1cnnc1 | 12% | . | 2%[46.1 µM] | 1% | . | -6% | -7.0%
Cc1ccc2[nH]c(=O)c(NC(N)=S)nc2c1 | 9% | 13%[38.3 µM] | -4%[46.1 µM] | -5% | 4% | 9% | -1.1%

Source: PubChem
